# D3 ag – agonists of human D3 dopamine receptor; actives 0.58% (n = 410,000); D3R DiscoveRx beta-arrestin cells, luminescence, 90 min; P35462; max activation, %; in the data active means max activation above about 30%; further: 0% is about no effect; mostly tested at two doses, the higher about 12 µM
# Target sequence (P35462 whole entry, looked up): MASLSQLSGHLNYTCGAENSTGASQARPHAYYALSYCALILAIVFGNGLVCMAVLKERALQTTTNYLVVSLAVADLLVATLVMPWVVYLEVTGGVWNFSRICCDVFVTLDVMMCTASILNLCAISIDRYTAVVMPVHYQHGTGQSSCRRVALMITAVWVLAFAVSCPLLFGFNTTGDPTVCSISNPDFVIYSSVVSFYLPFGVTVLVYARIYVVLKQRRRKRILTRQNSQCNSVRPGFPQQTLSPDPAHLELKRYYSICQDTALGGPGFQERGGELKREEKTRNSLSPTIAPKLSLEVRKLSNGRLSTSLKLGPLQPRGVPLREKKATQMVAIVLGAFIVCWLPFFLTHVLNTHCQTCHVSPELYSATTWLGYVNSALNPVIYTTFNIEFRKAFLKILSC
#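 Cells at 1500/well, incubated overnight, then treated with pinned compounds (dopamine as control) for 90 min at 37 degrees C. DiscoveRx reagent added for 30 - 60 minutes at room temperature; luminescence read.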
# GLP1R ag – agonists of human GLP-1 receptor; Potency, µM (highest dose often 45.6 µM), for inactives: top-dose activation, hits mostly activators; HEK293 GLP-1R CRE-luciferase, luminescence, 4-6 h; cells express a hypersensitive GLP-1R form; P43220; actives 0.007% (n = 380,000); further: potency means the concentration at half of the fitted maximal effect; % of control where 0% means no effect
# Target sequence (P43220 whole entry, looked up): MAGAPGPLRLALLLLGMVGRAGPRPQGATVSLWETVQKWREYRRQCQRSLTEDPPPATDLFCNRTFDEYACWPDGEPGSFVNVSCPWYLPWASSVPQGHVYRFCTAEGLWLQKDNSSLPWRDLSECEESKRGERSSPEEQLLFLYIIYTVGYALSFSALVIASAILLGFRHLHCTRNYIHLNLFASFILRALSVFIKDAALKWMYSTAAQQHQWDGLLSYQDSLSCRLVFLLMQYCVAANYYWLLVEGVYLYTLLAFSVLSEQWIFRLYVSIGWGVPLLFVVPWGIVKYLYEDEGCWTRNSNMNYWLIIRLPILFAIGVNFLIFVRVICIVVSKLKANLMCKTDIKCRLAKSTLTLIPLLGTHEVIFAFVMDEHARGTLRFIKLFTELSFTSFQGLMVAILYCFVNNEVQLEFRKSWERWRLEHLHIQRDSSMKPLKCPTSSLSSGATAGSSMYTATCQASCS
# GLP1R cytotox – cytotoxic in the GLP-1 receptor inverse agonist counter-screen | HEK293 cAMP-luciferase reporter cells, luminescence, 24 h | Potency, µM (titrated, usually from 38.3 µM), for the others: top-dose activity change, negative = inhibition, most hits filed as inhibitors | actives 0.13% (n = 410,000) | AID 624418;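 further: loss of luciferase light is scored as toxicity; potency means the concentration at half of the fitted maximal effect; on the % scale 0 is the no-effect control and ±100 the full control effect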
#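 Step one: seed cells (200 cells/uL, DMEM with 10% Nu serum, 1% pen-strep). Step two: 12-hour incubation at 37 deg C. Step three: pin 23 nL compound, incubate 24 hr. Step four: add luciferase reagent, read luminescence 12 min later.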
# aSyn rescue – inhibitors of alpha-synuclein toxicity in yeast; Yeast expressing alpha-synuclein, growth rescue, BacTiter-Glo, 24 h; Potency, µM (doses to about 46.1 µM), without a hit: top-dose growth rescue (activation), usual class: activators; actives 0.14% (n = 370,000); AID 652106; further: potency means the concentration at half of the fitted maximal effect; % of control where 0% means no effect; nearly all actives have a fitted effect of over 65% in size
#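 Readout is rescue of growth in alpha-synuclein-expressing yeast, so inhibitors of toxicity appear as activators. Growth after 24 hr at 30 deg C in galactose medium is quantified by luminescence.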
# D3 antag – antagonists of human D3 dopamine receptor; max response, negative = inhibition, %; actives 2.5% (n = 360,000); D3R cells, DiscoveRx beta-arrestin luminescence, antagonist mode; stronger effect = lower value; P35462; in the data active means max response below about -50%; inconclusive means no clear call, values can overlap the other calls; further: on the % scale 0 is the no-effect control and ±100 the full control effect; mostly tested at two doses, the higher about 12 µM
#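 Cells plated overnight at 1500 cells/well, then exposed to library compounds with dopamine controls for 90 minutes at 37 degrees C. DiscoveRx reagent added for 30–60 minutes at room temperature; luminescence read, quantitative HTS format.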
# KB-V1 cytotox – KB-V1 MDR subline cytotoxicity; KB-V1 MDR cells viability, CellTiter-Glo, 72 h; actives 3.4% (n = 400,000); Potency, µM (titrated, usually from 46.1 µM), for inactives: at the highest dose activity change, negative = cytotoxicity, most hits filed as cytotoxic; AID 1347076; further: potency means the concentration at half of the fitted maximal effect; on the % scale 0 is the no-effect control and ±100 the full control effect; nearly all actives have a fitted effect of over 60% in size
#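 Cells of the MDR subline KB-V1 are plated, dosed with compound at multiple concentrations, and incubated 72 h at 37 degrees C; CellTiter-Glo is then added and luminescence read after 10 min.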
# TDP-43 yeast inh – inhibitors of TDP-43 toxicity in yeast; Potency, µM (highest dose often 46.1 µM), for inactives: top-dose growth rescue (activation), usual class: activators; AID 652104; TDP-43 expressing yeast growth rescue, BacTiter-Glo, 24 h; actives 1.8% (n = 410,000); further: potency means the concentration at half of the fitted maximal effect; % of control where 0% means no effect; nearly all actives have a fitted effect of over 50% in size
#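 In this qHTS, compounds that restore growth of yeast expressing TDP-43 appear as activators. Cells (OD600=0.02, galactose medium, raffinose-pregrown) are incubated with compound 24 hr at 30 deg C and growth is quantified by BacTiter-Glo.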
# PTHR1 agonist – activates the human parathyroid hormone receptor PTHR1 | Potency, µM (top dose mostly 115 µM), for inactives: at the top dose activation, actives largely listed as activators | HEK293 GP2 PTHR1 cells, GloSensor cAMP luminescence, 1 h | actives 0.075% (n = 410,000) | Q03431; further: potency means the concentration at half of the fitted maximal effect; nearly all actives have a fitted effect of over 55% in size; some results filed as inactive show a strong effect at the top dose; inactives centre near -15; many of its hits are not listed in these tables
#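 HEK-293-derived GP2 cells expressing PTHR1 and a GloSensor cAMP reporter, 3,000/well, plated overnight, given luciferin plus IBMX (each 0.5 mM as added) for 1 h at 37 °C, then compound for 1 h at 37 °C. Luminescence was read after 15 min at room temperature.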
# GLP1R inv ag – acts as inverse agonist at human GLP-1 receptor | P43220 | HEK293 GLP-1R CRE-luciferase, luminescence, 24 h; GLP-1R form is constitutively active | Potency, µM (series often up to 38.3 µM), inactives show top-dose activity change, negative = inhibition, actives largely listed as inhibitors | actives 1.6% (n = 410,000) | AID 624417; further: potency means the concentration at half of the fitted maximal effect; on the % scale 0 is the no-effect control and ±100 the full control effect; nearly all actives have a fitted effect of over 55% in size
#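 Seeding at 200 cells/uL, 12 h culture, 24 hr compound treatment, then luciferase reagent and a luminescence read; cells are HEK293 stably expressing a constitutively active GLP-1R plus cAMP-responsive luciferase.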
# Numbers without * were called inactive; i = inactive; ? = inconclusive; . = not tested or not shown; & = joins results of further samples; [ ] = another dose, or the depositor's remark. Unless noted, the call rests on the fitted dose curve; in most records, active means well fitted curve in the direction sought with a large enough effect; inconclusive means small, poorly fitted or top-dose-only effect, or another doubt; inactive means no such curve, though single readings can be large; an effect the other way counts as inactive or inconclusive. Only part of the results is shown. The share of hits here may be higher or lower than overall.
SMILES,D3 ag,GLP1R ag,GLP1R cytotox,aSyn rescue,D3 antag,KB-V1 cytotox,TDP-43 yeast inh,PTHR1 agonist,GLP1R inv ag
N#C/C(=C(/O)c1cccs1)c1nc2ccccc2[nH]1,-5,4%,9%,-10%,-22,?,-12%,-27%,29%
CC(C)(C)c1ccc(-c2conc2N)cc1,-8,3%,-4%,-2%,-3,12%,?,-4%[57.5 µM],-15%
C/C(=C\c1ccccc1)C(=O)NCc1ccco1,-1,-4%,-11%,3%,0,25%,21%,-2%,0%
CCOc1ccc(NC(=S)N2CCCC2)cc1,3,-5%,2%,0%,2,?,0%,i,16%
COc1ccc(CCNC(=O)COC(=O)c2ccc(S(=O)(=O)N3CCCC3)cc2)cc1OC,0,19%,4%,-7%,2,-5%,-25%,i,7%
COc1cc2c(cc1NC(=O)CN(C)Cc1cccc(OC)c1OC)oc1ccccc12,17,1%,-1%,-15%,27,?,8%,-16%,?
Cc1cc(Cl)ccc1Oc1ncc(-c2ccc(Cl)cc2)cn1,-7,0%,2%,-5%,-17,18µM*,-10%,-71%[inhibitor],-2%
CC(C)(C)OC(=O)NNC(=O)Nc1ccccc1C(F)(F)F,4,4%,7%[7.66 µM],3%,11,18%,11%[9.22 µM],i,8%[7.66 µM]
CC(=O)c1cccc(NC(=O)C2=CN3CCS(=O)(=O)N=C3C=C2)c1,-5,5%,-4%,0%,14,11%,15%,i,-3%
c1ccc2[nH]c(SCC3CCCCO3)nc2c1 (stereo not drawn),-8,6%,5%,3%,-20,-16%,-3%,-28%,-12%
COc1cccc(-c2nn(C)c3sc(C(=O)NCc4ccc(C)cc4)cc23)c1,-24&-4,0%,8%&-13%,6%,?,?,0%,-2%[57.5 µM],?
COc1cc(-n2c(=O)c3ccccc3n(Cc3ccccc3)c2=O)cc(OC)c1OC,1,-2%,-24%,3%,4,-6%,-1%,i,3%
CCCCN1C(=N)N([C@@H](CCC)CN2CCC[C@H]2CN2C(N)=NC[C@@H]2Cc2ccccc2)C[C@H]1[C@H](C)CC,-28,9%,-5%,0%,-20,0%,7%,i,-23%
Cc1ccc(C)c(N2CCN(C(=O)CN3C(=S)NC(C)(C)CC3C)CC2)c1 (stereo not drawn),0,0%,1%[7.66 µM],-3%,-17,?,-4%,-10%,-28%[7.66 µM]
Cc1ccc(/C=N/n2cnnc2)s1,0,-9%,3%,.,-20,6%,-4%,-21%,2%
COc1ccc(Nc2cc(C)nc(N)n2)cc1,-6,-4%,6%,-1%,-8,-4%,3%,-3%,31%[activator]
Cc1cc(C)cc(-n2ccn3cnnc3c2=O)c1,4,-1%,5%,.,.,1%,0%,i,-7%
CC[C@]12c3[nH]c4ccc(Cl)cc4c3CCN1C(=O)[C@@H](CC(=O)NCCCn1ccnc1)C[C@@H]2C(=O)N1CCN(C(=O)c2ccco2)CC1,49*,0%,-1%,-1%,6,10%,17%,-22%,16%
CCN(C(=O)CCc1nc(-c2ccc(C)cc2)no1)c1cccc(C(F)(F)F)c1,8,.,8%,.,.,-16%,?,-39%,?
COC(=O)c1cn(C(=O)c2cc(Br)ccc2Cl)c2ccccc12,-1,-1%,-2%,-1%,10,0%,15%,-15%,-9%
O=C(CCc1nc2ccccc2c(=O)[nH]1)OCc1ccccc1F,2,11%,-5%,11%,1,-4%,1%,i,3%
Clc1ccc(Nc2nc(-c3ccncc3)cs2)cc1,12,17%,9%,4%,-3,-20%,3%,i,?
CCCc1nnc(NC(=O)CCC(=O)N2CCN(Cc3ccc(Cl)cc3)CC2)s1,-7,1%,15%,-1%,-2,?,-16%,-28%,-7%
CCCCN(C(=O)NC(=O)Nc1nc2ccc(OC)cc2s1)S(C)(=O)=O,-8,1%,6%,-1%,-12,9.2µM*,-27%,-14%,0%
CCC/C=C/c1ccc(CN2C(C)C(=O)N(Cc3cn(CCC4OCCO4)nn3)CCS2(=O)=O)cc1 (stereo not drawn),0,-5%,-26%,1%,7,-17%,?,i,12%
SMILES,D3 ag,GLP1R ag,GLP1R cytotox,aSyn rescue,D3 antag,KB-V1 cytotox,TDP-43 yeast inh,PTHR1 agonist,GLP1R inv ag
Cc1ccc(-c2c(C(=O)Nc3ccc(F)c(F)c3)oc(=O)c3ccccc23)cc1,4,.,2%,.,.,11%,0%,i,-24%
CCOC(=O)c1ccc(NC(=O)CSc2c3c(nc4cc(Cl)ccc24)CCCC3)cc1,8,.,-2%,.,.,10%,16µM*,-7%,7%
O=C(C[C@@H]1C/C=C\C[C@H](NC(=O)OCC2c3ccccc3-c3ccccc32)C(=O)OC[C@H]2CCCN2C1=O)N[C@H](CO)Cc1ccccc1,-7,-3%,-21%,0%,23,-4%,5%,-33%[inhibitor],?
COc1ccc2cc(N=Cc3nc(-c4ccc(C)cc4)oc3O)cnc2c1,5,1%,19%,-5%,13,-3%,-7%,-12%,5%
COc1ccc(C2C(C(C)=O)=C(O)C(=O)N2Cc2ccccc2)c(OC)c1 (stereo not drawn),6,-5%,8%,1%,0,-2%,7%,-17%,-15%
COC(=O)c1cn(-c2ccccc2)nc1-c1ccc(OC)c(OC)c1,12,29%,-5%,1%,32,-4%,21%,-2%,20%
CC(C)NC(=O)COc1coc(CN2CCN(c3ccccc3F)CC2)cc1=O,-1,-4%,-15%,2%,-4,-7%,-3%,-18%,18%
CC1CCN(c2c(NCc3ccc(C(=O)N(C)C4CCCCC4)cc3)c(=O)c2=O)CC1,-12,6%,3%,-5%,?,4%,0%,i,-6%
COc1ccc(CNc2nc3nc(C)c(Cl)c(=O)n3[nH]2)cc1OC,1,-9%,-7%,-14%,-8,8%,3%,i,12%
Cc1cccc(OC(=O)c2cc(-c3ccc(C)c(C)c3)on2)c1,7,.,6%,.,.,17%,?,-20%,2%
O=C(Nc1c2c(nn1-c1ccc([N+](=O)[O-])cc1)CS(=O)(=O)C2)c1ccco1,-3,-5%,-7%,7%,-13,18%,19%,i,20%
Cc1ccc2cccc(OCC(=O)NCCC3=CCCCC3)c2n1,-13,10%,4%,4%,-16,.,-9%,i,?
O=C(O)c1cccc(COc2ccc(CO)cc2Cl)c1,3,-15%,1%,4%,-2,-24%,-14%,-35%[57.5 µM],-103%
O=C(NCc1ccccc1)c1cnc(-c2ccccn2)nc1C(F)(F)F,1,-7%,-8%,-7%,8,-16%,14%,i,0%
COc1ccc(-c2nnc(SC(C)C(=O)Nc3ccc4c(c3)OCCO4)o2)cc1 (stereo not drawn),-4,8%,-19%,-8%,-2,-24%,-14%,i,68%[activator]
O=C(N/N=C/c1cn(CC(=O)N2CCOCC2)c2ccccc12)c1cccnc1,-1,7%,0%,-4%,3,-26%,-8%,?,0%
CCC(CC)c1nnc(NC(=O)CSCc2c(C)noc2C)s1,-1,0%,4%,-2%,7,?,11%,-12%,-5%
O=C(CCN1CCN(C(c2ccccc2)c2ccccc2)CC1)N/N=C/c1ccc(O)cc1,-13,-10%,-28%,0%,?,1%,24%,-3%,?
CC(=NNC1=NCCN1)c1cnn(C2=NCCN2)c1C,8,9%,3%,1%,6,2%,12%,i,10%
CC(=O)c1cc(-c2ccccc2)n(CC(=O)NCc2ccccc2C)c1C,-2,.,8%,.,.,-53%,11%,-21%,6%
Cc1ccccc1-c1nnc(-c2ccc(Br)cc2)o1,1,5%,-2%,-5%,17,-23%,13%,i,19%
O=C(O)/C=C/c1coc2ccc(F)cc2c1=O,2,-1%,-2%,-1%,10,?,18%,i,5%
CN(C)S(=O)(=O)Oc1ccsc1C(=O)Nc1ccccc1Cl,2,14%,1%,10%,-13,-18%,44%,-19%,0%
CC(=O)Nc1ccc(NC(=O)C/C(C)=N/NC(N)=S)cc1,-10,-2%,?,-3%,-13,0%,3%,-8%,?
O=C(CSCC(=O)OCC(=O)c1ccc(Br)cc1)Nc1ccc(Br)cc1,1,-15%,6%,6%,3,0%,?,7%,-2%

# Brought forward from above: 3 entries, followed by the next part.
SMILES,D3 ag,GLP1R ag,GLP1R cytotox,aSyn rescue,D3 antag,KB-V1 cytotox,TDP-43 yeast inh,PTHR1 agonist,GLP1R inv ag
CN(C)S(=O)(=O)Oc1ccsc1C(=O)Nc1ccccc1Cl,2,14%,1%,10%,-13,-18%,44%,-19%,0%
CC(=O)Nc1ccc(NC(=O)C/C(C)=N/NC(N)=S)cc1,-10,-2%,?,-3%,-13,0%,3%,-8%,?
O=C(CSCC(=O)OCC(=O)c1ccc(Br)cc1)Nc1ccc(Br)cc1,1,-15%,6%,6%,3,0%,?,7%,-2%
COc1ccccc1NCC(O)Cn1c2ccccc2c2ccccc21 (stereo not drawn),1,6%,1%,-14%,59,-2%,?,i,?
Cn1c(SCC(=O)Nc2ccc(F)cc2)nnc1-c1cccnc1,0,-2%,-9%,0%,1,7%,0%,-5%,8%
O=C(N/N=C\c1c(O)ccc2ccccc12)c1ccc(O)cc1,4,-4%,?,-7%,16,-19%,17%,2%,?
CCCn1c(=O)c(C(=O)NCCc2ccccc2)c(O)c2ccccc21,3,0%,0%,1%,48,?,-37%[inhibitor],-10%,3%
CC(=O)NC(=O)c1ccc(-c2ccc(Cl)cc2)o1,-2,21%,3%,-5%,-13,8.2µM*,-14%[0.397 µM],i,50%[activator]
CN1CCc2c(sc(/N=C/c3ccco3)c2C(N)=O)C1,4,-1%,57%[activator],-4%,6,17%,14%,i,0%
Cc1ncc(CCl)c2c1OC(C)(C)OC2,-1,6%,-10%,0%,8,15%,-12%,-1%[57.5 µM],1%
CCOc1ccc(Br)cc1S(=O)(=O)Nc1cccc(-c2ccc(OC)nn2)c1,7,.,-2%,.,.,?,11%,-28%,-23%

# Compound activity (PubChem)
